Screening data as filed in PubChem BioAssay.
MEKK2wt PB1 HTS = raises or lowers MEK5 binding to wildtype human MEKK2 PB1 domain | bead flow cytometry, Alexa488-MEK5 binding to MEKK2 WT; actives lie on both sides | 290,000 compounds, 1.1% hits | binding response (% of control), % at 10 µM | AID 1531; in the data active = binding response below about 67% or above about 130%
M18AAP inhibitor = blocks P. falciparum M18 aspartyl aminopeptidase | recombinant PfM18AAP, H-Glu-NHMec fluorogenic cleavage | inhibition, % at 7.35 µM | 290,000 compounds, 1.2% hits | AID 1822;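 active = inhibition above the campaign mean inhibition over all tested compounds plus 3 SD, cut at about 28% in these data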;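 also: 0% = plate median of test compound wells and 100% = 2 mM ZnCl2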
UBC9 SUMO inh = SUMOylation inhibition; HTRF SUMOylation assay, SAE1/SAE2 + UBC9, in vitro; inhibition, % at 35 µM; 290,000 compounds, 0.36% hits; in the data active = inhibition above about 50%, passing the limit was not always enough; also: strong numbers were not always called active
Target sequence (P63279 whole entry, looked up): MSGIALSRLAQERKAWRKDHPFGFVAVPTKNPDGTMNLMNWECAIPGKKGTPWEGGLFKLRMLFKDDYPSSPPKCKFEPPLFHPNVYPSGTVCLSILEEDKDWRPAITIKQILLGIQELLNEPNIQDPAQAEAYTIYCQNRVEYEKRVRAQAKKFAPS
NALP1 yeast inh = inhibitors of NALP1 inflammasome in yeast; S. cerevisiae NALP1/ASC/caspase-1 growth, X-gal OD620, 72 h; inhibition, % at 10 µM; 280,000 compounds, 0.61% hits; in the data active = inhibition mostly above about 24%, no sharp cut-off; inactive = mostly below about 32%; also: some compounds called inactive have numbers as strong as hits
IDE act = IDE (human) activation, cell-based; HEK cells, FAbeta-B cleavage, fluorescence polarization; 0% vehicle, 100% cell-free pure enzyme wells; P14735; AID 493087; activation, % at 5.96 µM; 340,000 compounds, 0.073% hits;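 active = activation above the mean of all tested compounds plus 3 SD, set per screening campaign, cut at about 17% in these data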
MEKK3 PB1 HTS = modulators (inhibitors or enhancers) of MEK5 binding to human MEKK3 PB1 domain | 290,000 compounds, 1.4% hits | Q99759 | bead-based flow cytometry, Alexa488-MEK5 binding to MEKK3; actives lie on both sides; 0 = blocked by unlabeled MEK5, 100 = vehicle | binding response (% of control), % at 10 µM;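 active = binding response more than 3 SD above or below the average of its plate-row segment, actives on both sides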;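 also: Alexa488 bead fluorescence after subtracting the streptavidin-only scavenger bead signal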
Target sequence (Q99759 whole entry, looked up, the tested form may be a part): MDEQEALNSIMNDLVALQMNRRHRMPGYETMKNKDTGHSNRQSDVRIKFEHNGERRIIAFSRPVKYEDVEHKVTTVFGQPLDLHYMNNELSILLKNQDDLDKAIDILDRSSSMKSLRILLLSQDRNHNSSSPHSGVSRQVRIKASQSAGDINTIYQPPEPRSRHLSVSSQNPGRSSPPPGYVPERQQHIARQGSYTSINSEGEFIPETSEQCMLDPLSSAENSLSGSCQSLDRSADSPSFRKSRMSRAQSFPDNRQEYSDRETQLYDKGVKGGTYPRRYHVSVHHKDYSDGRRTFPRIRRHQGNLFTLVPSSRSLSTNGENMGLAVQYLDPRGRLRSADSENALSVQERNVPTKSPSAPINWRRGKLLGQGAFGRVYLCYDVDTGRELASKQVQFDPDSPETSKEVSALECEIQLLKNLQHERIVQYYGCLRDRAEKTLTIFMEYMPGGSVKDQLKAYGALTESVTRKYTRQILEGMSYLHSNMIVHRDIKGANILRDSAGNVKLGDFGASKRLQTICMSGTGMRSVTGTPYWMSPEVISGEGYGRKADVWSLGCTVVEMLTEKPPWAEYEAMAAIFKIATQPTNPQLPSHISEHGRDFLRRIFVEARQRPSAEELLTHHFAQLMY
MEKK2 mut-MEK5 = signal of MEK5 binding to mutant human MEKK2 PB1 domain; AID 1530; 290,000 compounds, 0.35% hits; bead flow cytometry, Alexa488-MEK5 binding to MEKK2 mutant; percent response, % at 10 µM; in the data active = percent response above about 24%, passing the limit was not always enough; also: inactives centre near 1; some results filed as inactive read as strong as hits; reference of the scale not given here
IDE inh = inhibits human insulin-degrading enzyme in HEK cells; inhibition, % at 5.59 µM; P14735; 320,000 compounds, 0.41% hits; FAbetaB cleavage, fluorescence polarization; AID 434962;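 active = percent inhibition above the average of all tested compounds plus 3 SD, set per screening campaign, cut at about 16% in these data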;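 also: IDE supplied by intact live HEK cells; FP after avidin binding of uncleaved biotin substrate so inhibition keeps polarization high; 0% = DMSO wells and 100% = 60 µM reference IDE inhibitor Ii1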
p-CIP stab down = p/CIP protein destabilization. AID 1984. 290,000 compounds, 0.01% hits. Q05BA5. decrease of EGFP signal, % at 10 µM. F442A p/CIP-EGFP cells, EGFP fluorescence, 16 h;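 active = EGFP signal decrease of at least 30% at 10 µM or well 3 SD below plate mean, unless failing retest; inactive = the rest, including hits failing retest or dose response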; also: some compounds called inactive have numbers as strong as hits; many of its hits are not listed in these tables
* marks the source's active call; other numbers are inactive results; . = not tested or not shown; & = joins results of further samples.

#1 CNC(=S)NNc1ccccc1[N+](=O)[O-]
#2 CC(=O)Nc1ccc2nc(-c3ccncc3)[nH]c2c1
#3 Cc1ccc(CNC(=O)C2CCN(C(=O)Nc3ccccc3)CC2)cc1
#4 On1c(-c2ccccc2Cl)nc2ccccc21
#5 COc1cccc(NC(=S)N2CCCC2)c1
#6 C[C@H](O)CC1=C[C@H](O)[C@@H](C)OC1=O
#7 COc1cccc(CNC(=O)Cn2cc3c(n2)CCCC3)c1
#8 Cc1ccc(NC(=O)CN(C)C(=O)Nc2ccc(C)cc2)cc1

Assay by compound,1,2,3,4,5,6,7,8
MEKK2wt PB1 HTS,104.0,103.0,98.0,117.0,107.0,90.0,98.0,95.0
M18AAP inhibitor,57.1*,-14.2,7.3,0.7,-1.8,2.1,2.4,2.5
UBC9 SUMO inh,2.3,41.2,0.6,11.7,-1.5,4.9,-2.7,-2.9
NALP1 yeast inh,-6.9,6.3,3.5,26.3,17.1,5.5,32.9,8.2
IDE act,3.9,2.2,9.0,1.8,-2.0,1.2,-0.9,-0.7
MEKK3 PB1 HTS,98.0,104.0,97.0,132.0*,101.0,99.0,97.0,100.0
MEKK2 mut-MEK5,1.0,2.0,5.0,0.0,-1.0,-9.0,0.0,-2.0
IDE inh,-6.0,3.0,3.3,-4.8,7.6,-0.6,5.6,3.3
p-CIP stab down,-4.6,-12.1,-11.2,-9.1,-6.0,2.1,-11.7,1.0

#9 Cc1cc(-c2nnc3n2N=C(c2ccccc2Br)CS3)n[nH]1
#10 CCCCn1c(N)c(N(CC)C(=O)c2ccc([N+](=O)[O-])c(C)c2)c(=O)[nH]c1=O
#11 CCOc1cccc(C(=O)Nc2ccccc2C(=O)N2CCN(C)CC2)c1
#12 CCc1ccc(NC(=O)C/C(C)=N/NC(=O)COc2ccccc2C)cc1
#13 O=C(c1cc2ncccn2n1)N1CCc2c([nH]c3ccccc23)C1c1ccccc1F (stereo not given)
#14 Nc1c2c(nc3ccccc13)CCCC2
#15 O=C(Nc1ccccc1C(=O)Nc1ccc2c(c1)OCO2)c1ccco1
#16 Oc1cc2c(cc1C(c1ccc(Br)cc1)N1CCCC1)OCO2 (stereo not given)

Assay by compound,9,10,11,12,13,14,15,16
MEKK2wt PB1 HTS,89.0,98.0,103.0,95.0,88.0,95.0,97.0,104.0
M18AAP inhibitor,3.1,0.9,1.9,-1.8,4.0,3.6,0.0,17.1
UBC9 SUMO inh,7.3,0.9,-3.6,5.3,0.9,0.1,-4.1,10.7
NALP1 yeast inh,-7.8,5.6,1.1,8.3,-11.4,7.9,30.8,43.2*
IDE act,-10.4,0.7,-4.5,2.9,-3.1,-0.2&3.6,10.6,-3.0
MEKK3 PB1 HTS,97.0,97.0,101.0,100.0,99.0,96.0,95.0,102.0
MEKK2 mut-MEK5,-27.0,0.0,2.0,-1.0,-11.0,1.0,0.0,3.0
IDE inh,14.5,0.1,0.6,9.9,1.1,-0.3&-1.1,6.4,.
p-CIP stab down,3.0,-13.1,15.7,11.8,-17.2,-0.3,-3.2,-4.2

#17 CC(C)CCn1c(=O)c(C(=O)N/N=C/c2cccc(F)c2)c(O)c2ccccc21
#18 O=C(O)c1ccc(-n2[nH]c3c(c2=O)CCCC3)cc1
#19 COc1ccc(NC(=O)CCNC(=O)Cn2cnc3ccccc3c2=O)c(OC)c1
#20 COc1ccccc1CNC(=O)CS(=O)(=O)Cc1ccccc1
#21 CCn1cc(C(=O)N2CCOCC2)c(=O)c2cc(S(=O)(=O)N(C)C)ccc21
#22 N#Cc1ccc(NC(=O)c2cccs2)nc1
#23 COc1ccc(NCC(=O)N/N=C/C2CCCCC2)cc1
#24 COc1ccccc1CN1CC(C(=O)NCCN2CCNC2=O)CCC1=O (stereo not given)

Assay by compound,17,18,19,20,21,22,23,24
MEKK2wt PB1 HTS,102.0,97.0,113.0,115.0,86.0,106.0,92.0,98.0
M18AAP inhibitor,1.6,8.5,2.5,0.1,-7.2,-1.1,3.9,0.9
UBC9 SUMO inh,-10.7,8.6,-1.8,9.9,37.1,11.6,7.4,-1.8
NALP1 yeast inh,4.7,17.8,30.4,6.0,-19.2,11.4,-8.1,24.2
IDE act,4.3,-3.4,-2.4,5.3,-0.9,-1.0,7.6,4.9
MEKK3 PB1 HTS,105.0,102.0,100.0,107.0,87.0,108.0,90.0,91.0
MEKK2 mut-MEK5,11.0,1.0,5.0,10.0,-6.0,14.0,-18.0,-12.0
IDE inh,0.5,0.2,-4.4,-3.4,4.5,1.4,-2.1,3.7
p-CIP stab down,-5.4,4.0,-2.3,-12.4,-7.9,-13.1,-11.0,0.8

Complete entries, quoted from the list. Order of screens: MEKK2wt PB1 HTS | M18AAP inhibitor | UBC9 SUMO inh | NALP1 yeast inh | IDE act | MEKK3 PB1 HTS | MEKK2 mut-MEK5 | IDE inh | p-CIP stab down
CNC(=S)NNc1ccccc1[N+](=O)[O-] is entered as 104.0 | 57.1* | 2.3 | -6.9 | 3.9 | 98.0 | 1.0 | -6.0 | -4.6
O=C(c1cc2ncccn2n1)N1CCc2c([nH]c3ccccc23)C1c1ccccc1F (stereo not given) is entered as 88.0 | 4.0 | 0.9 | -11.4 | -3.1 | 99.0 | -11.0 | 1.1 | -17.2
CC(=O)Nc1ccc2nc(-c3ccncc3)[nH]c2c1 is entered as 103.0 | -14.2 | 41.2 | 6.3 | 2.2 | 104.0 | 2.0 | 3.0 | -12.1
COc1ccccc1CNC(=O)CS(=O)(=O)Cc1ccccc1 is entered as 115.0 | 0.1 | 9.9 | 6.0 | 5.3 | 107.0 | 10.0 | -3.4 | -12.4
Cc1ccc(CNC(=O)C2CCN(C(=O)Nc3ccccc3)CC2)cc1 is entered as 98.0 | 7.3 | 0.6 | 3.5 | 9.0 | 97.0 | 5.0 | 3.3 | -11.2

(next part)
#25 CCN(c1ccc(C)c(C)c1)S(=O)(=O)c1ccc2c(c1)CCN2C(=O)CCC(=O)O
#26 CN(C)c1ccc(O)c2c1CC1CC3C(N(C)C)C(=O)C(C(N)=O)=C(O)[C@@]3(O)C(=O)C1=C2O (stereo not given in full)
#27 O=C1C(=O)N(CCN2CCOCC2)C(c2ccccn2)/C1=C(/O)c1ccc(F)cc1 (stereo not given)
#28 O=C(COc1cccc(C(F)(F)F)c1)Nc1ccc(S(=O)(=O)N2CCCC2)cc1
#29 Cc1cc(OCC(=O)NCCCn2ccnc2)c2c(C)cc(=O)oc2c1
#30 CCN(Cc1ccccc1)C(=O)C1CCN(C(=O)Nc2ccccc2)CC1
#31 CCCS(=O)(=O)c1snnc1C
#32 Cc1cc(S(=O)(=O)ON2C(=O)c3ccccc3C2=O)ccc1F

Assay by compound,25,26,27,28,29,30,31,32
MEKK2wt PB1 HTS,98.0,111.0,107.0,107.0,105.0,107.0,101.0,99.0
M18AAP inhibitor,3.2,.,5.4,4.4,-2.6,1.4,-1.7,-7.1
UBC9 SUMO inh,19.8,.,31.2,-7.1,24.1,3.0,13.8,20.2
NALP1 yeast inh,-3.6,.,-1.0,16.1,5.2,12.8,12.6,6.3
IDE act,2.1,2.0,2.3,4.4,2.9,-3.2,17.2,1.5
MEKK3 PB1 HTS,103.0,109.0,101.0,105.0,108.0,102.0,100.0,101.0
MEKK2 mut-MEK5,4.0,6.0,1.0,10.0,1.0,4.0,2.0,4.0
IDE inh,4.3,-2.2,7.9,1.6,-3.7,0.4,10.5,-2.2
p-CIP stab down,5.8,.,-1.9,-5.7,14.9,6.8,1.5,-0.3

#33 CCOc1cccc2sc(N(CCN(C)C)C(=O)/C=C/c3cccs3)nc12
#34 COc1ccc(C(=O)N2CCCC(c3nc(-c4cccs4)no3)C2)cc1 (stereo not given)
#35 COc1ccc(CN(C(=O)c2cccs2)c2ccccc2C(=O)O)cc1
#36 COCCOC(=O)c1[nH]c2c(c1C)C(=O)CC(c1ccc(N(C)C)cc1)C2 (stereo not given)
#37 CCOc1cc(/C=C2\N=C(SC)SC2=O)cc([N+](=O)[O-])c1OC(C)=O
#38 Cc1cc(/C=C2\C(=N)N3N=C(S(C)(=O)=O)SC3=NC2=O)c(C)n1Cc1ccccc1
#39 COc1ccc(S(=O)(=O)N2CCC(C(=O)NCc3ccc(C)cc3)CC2)cc1
#40 CCOc1cc(/C=C/c2cccc[n+]2C)ccc1O

Assay by compound,33,34,35,36,37,38,39,40
MEKK2wt PB1 HTS,144.0*,106.0,107.0,94.0,.,99.0,99.0,106.0
M18AAP inhibitor,-0.2,1.4,0.1,8.7,26.1,-7.6,1.5,-4.2
UBC9 SUMO inh,4.5,0.4,17.2,-6.7,-26.9,11.9,2.8,7.3
NALP1 yeast inh,23.5,2.9,-15.2,6.1,-8.6,19.1,-3.2,6.2
IDE act,7.2,5.2,0.7,2.5,-1.0,2.1,-0.8,2.3
MEKK3 PB1 HTS,105.0,105.0,108.0,94.0,.,108.0,102.0,102.0
MEKK2 mut-MEK5,26.0*,7.0,27.0,-4.0,.,5.0,-1.0,4.0
IDE inh,-1.1,-3.2,-0.5,0.5,-6.9,1.5,-1.2,-1.4
p-CIP stab down,-6.8,-6.7,-1.8,-1.4,-4.1,9.5,4.0,5.2

Reprinted from the part before: 4 compounds, then new ones.
#37 CCOc1cc(/C=C2\N=C(SC)SC2=O)cc([N+](=O)[O-])c1OC(C)=O
#38 Cc1cc(/C=C2\C(=N)N3N=C(S(C)(=O)=O)SC3=NC2=O)c(C)n1Cc1ccccc1
#39 COc1ccc(S(=O)(=O)N2CCC(C(=O)NCc3ccc(C)cc3)CC2)cc1
#40 CCOc1cc(/C=C/c2cccc[n+]2C)ccc1O
#41 COc1ccc(/C=N/S(=O)(=O)c2cccs2)cc1
#42 COc1ccc(NC(=O)Nc2nnc(N3CCC(C)CC3)s2)cc1OC
#43 Cc1ccccc1CSc1nc2c(c(=O)[nH]1)CCC2
#44 O=C(O)c1ccc(N/N=C/c2ccc(-c3ccccc3)cc2)cc1
#45 O=C(c1ccc(S(=O)(=O)N2CCCC2)cc1)N1CCN(Cc2ccc3c(c2)OCO3)CC1
#46 Cc1cccc(S(=O)(=O)NC2CCCCCCC2)c1
#47 COc1cc(CN2CCC(CO)(CCOc3ccccc3)CC2)cc(OC)c1OC
#48 COc1cccc(-c2cc(C(=O)Nc3cccnc3Cl)no2)c1
#49 COc1ccc(Br)cc1C(=O)Nc1cccc(-c2nnc(-c3ccco3)o2)c1
#50 Cc1ccc(S(=O)(=O)Nc2ccc(OCC(=O)N3CCOCC3)cc2)c(C)c1NS(C)(=O)=O

Assay by compound,37,38,39,40,41,42,43,44,45,46,47,48,49,50
MEKK2wt PB1 HTS,.,99.0,99.0,106.0,97.0,92.0,101.0,96.0,103.0,98.0,91.0,105.0,99.0,99.0
M18AAP inhibitor,26.1,-7.6,1.5,-4.2,-17.0,1.9,-4.9,-2.7,6.3,-6.7,-6.8,-0.7,3.4,8.3
UBC9 SUMO inh,-26.9,11.9,2.8,7.3,3.2,-3.7,18.0,31.6,24.7,5.7,5.4,15.0,.,-5.9
NALP1 yeast inh,-8.6,19.1,-3.2,6.2,8.3,23.6,10.1,18.7,2.3,5.0,13.8,20.6,.,5.0
IDE act,-1.0,2.1,-0.8,2.3,0.1,-1.4,-4.9,-3.0,0.1,3.3,4.0,3.3,-5.1,-2.7
MEKK3 PB1 HTS,.,108.0,102.0,102.0,98.0,93.0,102.0,99.0,102.0,103.0,95.0,104.0,101.0,101.0
MEKK2 mut-MEK5,.,5.0,-1.0,4.0,-3.0,-5.0,2.0,-1.0,0.0,-3.0,-9.0,4.0,0.0,0.0
IDE inh,-6.9,1.5,-1.2,-1.4,6.2,-0.7,2.9,.,-0.1,1.3,5.0,-1.2,2.2,1.8
p-CIP stab down,-4.1,9.5,4.0,5.2,4.9,-7.6,-7.5,12.2,-2.6,-15.7,-16.1,-2.2,.,-7.6

This is a subset; the hit share may differ from the screen's.
